PLK1 PBD inh = PLK1 (human) polo-box domain binding inhibition. hit rate 2.8% among 360,000. Potency, µM, for the others: max response, negative = inhibition, usual class: inhibitors. AID 720504. P53350. Plk1 PBD binding of FITC phosphopeptide, fluorescence polarization; also: potency is read from the fitted curve at half-maximal effect; series mostly up to about 57 µM; % is scaled to controls: 0 for no effect and ±100 for the full control effect; nearly all actives have a fitted effect of over 65% in size
EPAC1 antag = EPAC1 (human) antagonism | O95398 | hit rate 0.14% among 360,000 | EPAC1 GEF assay, Rap1b-BODIPY-GDP exchange fluorescence | Potency, µM (titrated, usually from 115 µM), inactives show at the top dose activity change, negative = inhibition, most hits filed as inhibitors;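 also: potency is read from the fitted curve at half-maximal effect; plate controls were vehicle for no effect and positive control for full effect; nearly all actives have a fitted effect of over 50% in size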
PI5P4Ka inh = blocks human PI5P4K alpha kinase activity; hit rate 1.2% among 330,000; AID 652105; max response, %; PI5P4Kalpha enzyme, ADP-Glo luminescence, 60 min; hits give low values; active = max response of -50% or lower; inconclusive = between -30% and -50%; inactive = -30% or higher; also: value at the top dose of about 77 µM; % is scaled to controls: 0 for no effect and ±100 for the full control effect
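Compounds were pin-transferred onto PI5P4Kalpha and substrate in HEPES pH 7.4 buffer with EGTA, CHAPS and 5% DMSO. ATP (5 microM final) started the reaction, which ran 60 minutes at room temperature before ADP-Glo detection.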
EPAC1 agonist = activates human EPAC1 exchange factor; EPAC1 agonist qHTS, biochemical assay; response scale: 100% = response to 6.5 mM cAMP; Potency, µM (highest dose often 154 µM), inactives show at the highest dose activation, most hits filed as activators; hit rate 0.073% among 360,000; AID 720707; also: potency is read from the fitted curve at half-maximal effect; nearly all actives have a fitted effect of over 60% in size
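Fluorescent GDP-exchange assay: 100 nM EPAC1 with 250 nM Rap1B preloaded with BODIPY-GDP and 50 uM GDP; compounds tested as concentration series, 5 min at room temperature, then read every 5 min for 30 min (ex 480/em 540 nm); normalized to 6.5 mM cAMP.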
IL2 activator = activators of IL-2 | IL-2 activation reporter assay, cell-based qHTS; stimulated with anti-CD3/CD4/CD28 beads; in transgenic mouse T cells | activation, % (series mostly up to about 46 µM) | hit rate 0.065% among 360,000 | AID 652025; in the data active = activation above about 50%; inconclusive = mostly about 30% to 49%; also: 0% is about no effect
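Using fluorescent plate cytometry, EGFP and DsRed are detected in transgenic mouse T cells stimulated 18 h at 37 degrees C with antibody-coated beads after 60 min compound pretreatment.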
CCT chaperon mod = modulators of cytosolic chaperonin (CCT/TRiC) activity; purified chaperonin ATPase assay, HTRF ADP detection, 30 min; activity change, % (test concentration not listed), hits read low; hit rate 0.3% among 360,000; in the data active = activity change below about -30%; also: % is scaled to controls: 0 for no effect and ±100 for the full control effect
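ATPase activity: ADP formed was measured by HTRF Transcreener (665/615 nm ratio) after 30 min at 37 deg C with 10 uM ATP. Compounds screened at one 76 uM concentration against 40 or 20 nM TRiC in Tris pH 7.4/KCl/MgCl2/DTT buffer.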
WRN inhibitor = inhibitors of human WRN helicase; Potency, µM (titrated, usually from 114 µM), for the others: at the highest dose activity change, negative = inhibition, most hits filed as inhibitors; WRN helicase unwinding, fluorescent forked duplex, kinetic; Q14191; hit rate 0.46% among 360,000; also: potency is read from the fitted curve at half-maximal effect; % is scaled to controls: 0 for no effect and ±100 for the full control effect; nearly all actives have a fitted effect of over 55% in size
Target sequence (Q14191 whole entry, looked up): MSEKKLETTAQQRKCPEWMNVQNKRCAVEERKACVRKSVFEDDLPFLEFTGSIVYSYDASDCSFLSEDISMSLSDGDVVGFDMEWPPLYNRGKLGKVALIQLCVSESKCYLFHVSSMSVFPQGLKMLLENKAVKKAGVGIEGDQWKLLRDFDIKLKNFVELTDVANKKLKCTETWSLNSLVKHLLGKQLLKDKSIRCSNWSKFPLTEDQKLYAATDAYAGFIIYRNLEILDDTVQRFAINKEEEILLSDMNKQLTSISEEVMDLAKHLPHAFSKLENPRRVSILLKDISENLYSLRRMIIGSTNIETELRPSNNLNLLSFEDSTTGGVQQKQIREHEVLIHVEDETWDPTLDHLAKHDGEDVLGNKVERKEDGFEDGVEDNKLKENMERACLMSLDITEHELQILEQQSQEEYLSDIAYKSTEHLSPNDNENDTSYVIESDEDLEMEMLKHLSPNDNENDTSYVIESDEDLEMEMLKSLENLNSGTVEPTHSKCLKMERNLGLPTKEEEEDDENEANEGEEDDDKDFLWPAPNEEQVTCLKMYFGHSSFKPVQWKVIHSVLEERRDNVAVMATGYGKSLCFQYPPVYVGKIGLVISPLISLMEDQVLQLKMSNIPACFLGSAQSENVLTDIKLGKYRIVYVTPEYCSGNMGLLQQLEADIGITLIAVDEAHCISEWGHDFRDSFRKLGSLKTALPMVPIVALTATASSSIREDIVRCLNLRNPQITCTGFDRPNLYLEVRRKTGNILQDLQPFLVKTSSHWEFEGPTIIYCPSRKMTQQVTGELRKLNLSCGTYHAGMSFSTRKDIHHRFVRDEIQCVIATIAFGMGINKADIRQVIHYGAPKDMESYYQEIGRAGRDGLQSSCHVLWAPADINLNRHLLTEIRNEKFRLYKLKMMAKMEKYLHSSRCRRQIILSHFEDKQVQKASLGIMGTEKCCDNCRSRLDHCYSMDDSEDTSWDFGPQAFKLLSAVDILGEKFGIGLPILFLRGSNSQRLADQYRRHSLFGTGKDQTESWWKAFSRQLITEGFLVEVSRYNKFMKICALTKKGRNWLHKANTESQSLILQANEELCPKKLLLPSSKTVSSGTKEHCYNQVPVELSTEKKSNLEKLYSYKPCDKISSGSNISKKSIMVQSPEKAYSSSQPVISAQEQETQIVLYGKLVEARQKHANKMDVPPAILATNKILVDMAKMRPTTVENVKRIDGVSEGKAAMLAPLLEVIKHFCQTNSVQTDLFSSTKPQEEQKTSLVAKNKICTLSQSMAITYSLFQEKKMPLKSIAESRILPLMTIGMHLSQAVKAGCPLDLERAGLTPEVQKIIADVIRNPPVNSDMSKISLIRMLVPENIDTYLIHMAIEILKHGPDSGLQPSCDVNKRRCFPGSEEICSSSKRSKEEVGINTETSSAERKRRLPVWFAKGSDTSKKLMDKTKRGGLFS
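Fluorescence dequenching readout, ex 525 nm/em 598 nm, kinetic mode: forked duplex DNA (100 nM final) with adjacent fluorophore and quencher unwound by WRN (20 nM final) with 2 mM ATP. Compound preincubation 15 min, room temperature.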
EPAC2 ag = EPAC2 (human) agonism | EPAC2 activation, biochemical qHTS; response scale: 100% = 6.5 mM cAMP response | hit rate 0.079% among 360,000 | Potency, µM (titrated, usually from 154 µM), inactives show at the top dose activation, hits mostly activators | AID 720711; also: potency is read from the fitted curve at half-maximal effect; nearly all actives have a fitted effect of over 50% in size
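Compounds were titrated in qHTS against a Rap1B-BODIPY-GDP (250 nM) complex with EPAC2 (100 nM) and GDP (50 uM). BODIPY-GDP release tracked at 480/540 nm over 30 min at room temperature, normalized to 6.5 mM cAMP.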
* marks the source's active call; other numbers are inactive results; ? = inconclusive; / = not tested or not shown; [ ] = remark or other dose. Unless noted, calls follow the shape of the dose curve; as a rule, active = well fitted curve in the direction sought with a large enough effect; inconclusive = small, poorly fitted or top-dose-only effect, or another doubt; inactive = no such curve, though single readings can be large; an effect the other way counts as inactive or inconclusive.

The first 2 records as a preview:
Molecule,PLK1 PBD inh,EPAC1 antag,EPAC1 agonist,WRN inhibitor,IL2 activator,PI5P4Ka inh,EPAC2 ag,CCT chaperon mod
CCOC(=O)C1CCN(c2c(Nc3cc(C)cc(C)c3)c(=O)c2=O)CC1,5.6%,-11.6%,3.3%,1.3%,3.7,2.5,-4.9%,-0.3
COC(=O)C1=C(C)N(CC2CCCO2)C(=O)C1 (stereo not drawn),1.1%,4.9%,9.1%,0.5%,-1.3,/,2.0%,-2.0

Results, repeating the preview:
Molecule,PLK1 PBD inh,EPAC1 antag,EPAC1 agonist,WRN inhibitor,IL2 activator,PI5P4Ka inh,EPAC2 ag,CCT chaperon mod
CCOC(=O)C1CCN(c2c(Nc3cc(C)cc(C)c3)c(=O)c2=O)CC1,5.6%,-11.6%,3.3%,1.3%,3.7,2.5,-4.9%,-0.3
COC(=O)C1=C(C)N(CC2CCCO2)C(=O)C1 (stereo not drawn),1.1%,4.9%,9.1%,0.5%,-1.3,/,2.0%,-2.0
COCCNC(=S)N1CCN(c2nc(-c3ccc(Cl)cc3)cs2)CC1,23.8µM*,-0.9%,1.4%,-30.2%,-0.2,-0.2,-2.6%,0.2
CC1CCC(NC(=O)COC(=O)CSc2ccc(C(N)=O)cc2[N+](=O)[O-])CC1 (stereo not drawn),-28.0%,-9.9%,-5.9%,-32.0%,0.2,0.6,4.7%,-2.0
Cc1nn(C)c(C)c1/C=N/O,-7.5%,-2.5%,-0.7%,2.7%,0.0,-4.0,9.9%,1.3
COc1ccc(N2CC(C(=O)OC(C)C(=O)c3ccccc3)CC2=O)cc1 (stereo not drawn),8.7%,-5.6%,-4.1%,-0.4%,-0.1,-3.1,-2.7%,-1.3
CN1CCC(N(C)C(=O)/C(C#N)=C/c2ccc(OC(F)F)cc2)CC1,-7.1%,-0.5%,-1.6%,-1.1%,-0.8,0.3,0.1%,-1.3
CCCC1C2C(=O)N(c3ccccc3OCC)C(=O)C2ON1c1ccccc1 (stereo not drawn),-7.6%,-4.6%,15.2%,-11.8%,-2.1,/,5.9%,0.9
O=C1NCC(O)=C1C=NCCO,-9.8%,4.3%,2.5%,-28.9%,-4.3,1.4,-0.4%,-1.2
Cc1oc(-c2cccs2)nc1CS(=O)CC(=O)NCc1ccc2c(c1)OCO2 (stereo not drawn),-11.6%,-13.7%,8.1%,2.3%,-1.9,0.5,12.5%,-2.4
CCC(C(=O)NC1CCCCCC1)n1nc(C)c2c(C)n(-c3ccccc3)nc2c1=O (stereo not drawn),29.9µM*,-0.3%,-11.8%,3.2%,-3.1,0.1,-5.1%,-0.6
Fc1ccccc1C1c2[nH]c3ccccc3c2CCN1CCCn1cccn1 (stereo not drawn),-9.4%,-8.0%,15.2%,4.5%,-0.1,1.1,11.7%,-1.0
O=C(CN1CCN(CCOCCO)CC1)N1c2ccccc2Sc2ccc(Cl)cc21,-4.3%,-11.1%,14.7%,-8.4%,-0.2,3.2,2.7%,1.7
O=S(=O)(Nc1ccc(N2CCOCC2)cc1)c1cc(Cl)ccc1Cl,-2.3%,0.2%,1.6%,-4.9%,-1.7,5.5,9.0%,-0.5
OCCNc1nc(Nc2ccc(Cl)c(Cl)c2)nc2ccccc12,-0.6%,-24.4%,-4.6%,-8.5%,-0.7,/,7.5%,-1.1
Cc1ccc(S(=O)(=O)NN2CCCCCC2)cc1,0.0%,5.9%,10.8%,5.3%,-0.5,-1.6,12.1%,-1.6
NS(=O)(=O)c1ccc(NC(=S)Nc2ccc(C(=O)N3CCCCC3)cc2)cc1,-22.2%,-6.6%,12.9%,-5.1%,0.8,0.5,3.7%,0.2
Cc1ccccc1CN(c1ccc(C(=O)NCc2cccnc2)cc1)S(C)(=O)=O,6.1%,-0.3%,-0.5%,-3.5%,0.9,-3.8,6.2%,-2.6
Cc1ccccc1CC1(CO)CCCN(Cc2c(C)nn(C)c2Cl)C1 (stereo not drawn),-17.5%,-22.6%,-7.7%,-2.7%,-2.8,4.4,5.5%,-0.6
O=C(CN(C(=O)CSc1nnc(COc2ccccc2)o1)c1ccc(F)cc1)NC1CCCC1,-2.4%,2.4%,5.3%,0.5%,0.0,/,-5.2%,-1.3
COc1ccc(C(C(=O)NCCC(C)C)N(CCO)C(=O)c2snc(C(N)=O)c2N)cc1 (stereo not drawn),1.3%,-14.6%,-1.1%,0.4%,-0.2,-10.0,14.6%,-1.6
CCCNC(=O)CSc1n[nH]c(=O)n1CCc1ccccc1,-1.9%,7.6%,17.2%,-0.8%,0.5,21.0,3.4%,1.0
O=C(O)CN1C(=O)/C(=C\c2cccc(OCc3ccccc3)c2)SC1=S,23.8µM*,-25.2%,-2.3%,-8.9%,-3.1,-0.6,-1.9%,-0.4
O=C(O)CCC(=O)NCC(=O)c1ccc(F)cc1,-6.1%,0.8%,12.2%,?,-0.8,3.9,4.2%,-1.3
CN1CCN(C(=O)C2CCCCC2C(=O)O)CC1 (stereo not drawn),-9.5%,-21.4%,-1.2%,1.4%,-1.0,-6.8,9.9%,-1.3
COc1ccc(Cc2nc3ccc(S(=O)(=O)N4CCOCC4)cc3[nH]2)cc1,-1.6%,-4.8%,4.3%,-4.5%,4.9,/,3.8%,-0.4
CCN1C(=O)C2(C(C(=O)c3cc4ccccc4o3)=C(O)C(=O)N2CCCN(C)C)c2ccccc21 (stereo not drawn),-2.2%,3.1%,4.5%,-6.1%,1.2,2.0,-0.3%,1.8
CC(NC(=O)C(=O)N/N=C\c1ccc([N+](=O)[O-])cc1)c1ccccc1 (stereo not drawn),0.0%,-5.6%,-6.2%,4.0%,0.1,-4.1,-7.7%,-1.3
O=C(COC(=O)c1nn(-c2ccccc2)c(=O)c2ccccc12)NC1CCS(=O)(=O)C1 (stereo not drawn),-9.3%,1.7%,8.4%,-30.2%,0.3,0.1,11.5%,0.0
O=C(CN1C(=O)C2C3CC(C(Br)C3Br)C2C1=O)OCC(=O)c1cccc([N+](=O)[O-])c1 (stereo not drawn),21.2µM*,-3.7%,-2.5%,1.7%,-1.4,-10.1,-15.5%,-0.5
CON/C=C(\C=Nc1ccccc1)c1ncc(C(F)(F)F)cc1Cl,-0.6%,-7.8%,12.3%,-4.1%,0.9,/,20.7%,-2.6
O=C(O)c1ccc(S(=O)(=O)NCc2ccc3c(c2)OCO3)cc1,-9.2%,7.6%,-10.7%,6.3%,1.2,-8.1,7.4%,-5.0
Cc1ccc(-n2c(SCc3nc4ccccc4[nH]3)nnc2-c2ccncc2)cc1,-5.9%,-10.9%,-0.5%,-3.6%,-2.2,2.2,5.0%,-1.5
CCCCCn1c(=O)[nH]c2cc(C(=O)NCCN3CCC(C)CC3)ccc2c1=O,-8.9%,-17.0%,-0.4%,0.8%,0.0,6.8,-0.6%,-0.3
CCc1nc2ccc(C(=O)NCc3ccc(OC)cc3)cn2c1N(C)Cc1ccc(OC)cc1,-0.6%,-21.4%,-7.4%,-8.1%,-0.5,-0.6,5.0%,1.3
COc1cc2ccccc2cc1C(=O)Nc1ccc2oc(=O)ccc2c1,-6.7%,2.3%,5.6%,-32.3%,0.0,-10.2,4.1%,-1.8
CCCCn1c(SCC(=O)/C(C#N)=C(\C)N)nc2ccccc2c1=O,-1.5%,15.9%,-8.2%,-16.8%,-0.4,2.6,-11.9%,2.1
COc1ccc(S(=O)(=O)N2CCN(C(=O)[C@@H]3CCC(=O)N3C3OC(=O)c4ccccc43)CC2)cc1 (stereo partly drawn),-6.1%,-13.1%,6.4%,3.3%,0.3,-0.3,2.1%,-1.7
COc1ccc(/C=C/C(=O)O)cc1COc1ccccc1C,?,5.6%,0.8%,-30.4%,0.1,-4.7,-3.4%,-1.7
CN(C)c1ncnc2c1nnn2C1OC(CO)C(O)C1O (stereo not drawn),-27.9%,29.4%,-2.6%,4.9%,-3.0,0.0,6.6%,1.2
O=C(CSCc1nc2scc(-c3cccs3)c2c(=O)[nH]1)Nc1ccccn1,-12.2%,3.8%,5.8%,-30.1%,-1.7,-23.3,1.0%,-23.2
COc1ccc(S(=O)(=O)N2CCOCC2)cc1C(=O)N(C)Cc1ccco1,2.9%,4.6%,-6.5%,4.3%,3.5,-4.8,-7.9%,-0.5
COc1ccc(CCNC(=O)c2ccc(NC(=O)CC3SC(N4CCCCC4)=NC3=O)cc2)cc1OC (stereo not drawn),3.0%,11.7%,-4.5%,7.4%,1.4,0.2,5.1%,-0.7
CC(C)CN1C(=O)C(=O)N(CC(=O)N(C)CC(=O)Nc2ccc(Cl)c(C(F)(F)F)c2)C1=O,-5.3%,-5.3%,-1.3%,-1.1%,-0.2,18.5,5.2%,-3.6
O=C(OCC(=O)N1CCN(c2ccccc2)CC1)c1ccccn1,0.5%,2.9%,7.6%,-0.2%,0.2,/,3.7%,-4.2
O=C1CC2C(=O)NCCN2C(=NC(=O)c2ccccc2)N1 (stereo not drawn),-4.3%,-5.2%,6.7%,2.4%,-0.8,0.2,0.2%,-4.4
O=P(c1ccccc1)(c1ccccc1)N(c1ccccc1)c1ccccc1,5.1%,-14.1%,3.5%,-3.0%,-2.1,0.3,-3.8%,-1.8
CCn1c(=O)c(C(=O)CN(C)CC(=O)Nc2ccccc2Br)c(N)n(Cc2ccccc2)c1=O,-2.9%,-7.0%,-5.5%,5.5%,-4.1,1.5,12.1%,-1.4
Cc1ccc(Nc2nnc(-c3ccncc3)s2)c(Br)c1,-5.7%,24.7%,1.3%,7.6%,-0.2,-4.7,7.7%,-0.1
COc1ccc(OC)c(NC(=O)c2ccc(S(=O)(=O)N3CCOCC3)cc2)c1,?,-21.8%,4.0%,-4.5%,-2.3,-11.2,12.8%,0.3
CN(C)CC/C=C1\c2cc(Cl)ccc2Sc2cc(F)c(F)cc21,4.4%,2.7%,0.3%,-5.8%[11.6 µM],-0.3,-0.2,3.5%,0.9
O=C1NCC(COCc2ccco2)O1 (stereo not drawn),-7.8%,12.0%,-1.6%,2.8%,-1.5,/,4.0%,1.5
O=C(/C=C/c1cnc2ccccc2n1)NC1CCCCCC1,-1.1%,20.0%,0.1%,?,1.2,-25.3,-7.9%,-2.0

Compound activity: PubChem, National Center for Advancing Translational Sciences (NCATS)

Only part of the results is shown; count on the stated rates, not on these rows.
